Compound activity as filed in PubChem.
Tb PYK inh: inhibitors of Trypanosoma brucei pyruvate kinase; Q57TT1; TbPYK enzyme, Kinase-Glo Plus ATP luminescence, 45 min; Potency, µM (top dose mostly 76.8 µM), without a hit: at the top dose activity, negative = inhibition, most hits filed as inhibitors; 410,000 tested, 0.12% active; further: potency means the concentration at half of the fitted maximal effect; nearly all actives have a fitted effect of over 50% in size
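Luminescent Kinase-Glo Plus end-point after 45 min room-temperature reaction of T. brucei pyruvate kinase started with 130 uM ADP (final). Buffer TEA 50 mM pH 7.2 with KCl, MgCl2, BSA, Tween-20; titration-based qHTS with fitted concentration-effect curves.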
AmpC inh detg: inhibitors of E. coli AmpC beta-lactamase with detergent; P00811; AmpC hydrolysis of nitrocefin, absorbance 480 nm, 0.01% Triton; Potency, µM (doses to about 114 µM), without a hit: at the top dose activity change, negative = inhibition, hits mostly inhibitors; 370,000 tested, 0.041% active; AID 485294;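 further: potency means the concentration at half of the fitted maximal effect; 0% = no-compound wells and -100% = no-enzyme wells; nearly all actives have a fitted effect of over 25% in size; some results filed as inactive show a strong effect at the top dose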
Target sequence (P00811 whole entry, looked up): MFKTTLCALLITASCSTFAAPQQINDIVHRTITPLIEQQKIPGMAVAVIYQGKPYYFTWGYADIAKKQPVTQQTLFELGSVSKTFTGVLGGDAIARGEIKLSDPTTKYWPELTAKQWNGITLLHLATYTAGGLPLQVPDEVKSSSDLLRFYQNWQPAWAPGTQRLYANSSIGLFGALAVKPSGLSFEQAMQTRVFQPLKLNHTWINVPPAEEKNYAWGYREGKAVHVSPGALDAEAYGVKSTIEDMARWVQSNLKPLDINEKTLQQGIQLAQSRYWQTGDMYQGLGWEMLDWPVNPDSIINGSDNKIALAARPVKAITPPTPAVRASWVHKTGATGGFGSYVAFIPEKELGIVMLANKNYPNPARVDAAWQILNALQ
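20 mM phosphate pH 7.0 + 0.01% (detergent screen) or 0.0001% Triton X-100; 5.3 nM AmpC reagent; cpd preinc 15 min RT; nitrocefin (800 uM stock) to start; A480 q20 s × 4 min; Activity was normalised to no-enzyme and no-compound control wells.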
LmPK inh: inhibitors of Leishmania mexicana pyruvate kinase; Q27686; purified LmPK, Kinase-Glo ATP luminescence, 1 h; Potency, µM (highest dose often 57.5 µM), inactives show at the top dose activity change, negative = inhibition, most hits filed as inhibitors; 290,000 tested, 0.37% active; further: potency means the concentration at half of the fitted maximal effect
Target sequence (Q27686 whole entry, looked up): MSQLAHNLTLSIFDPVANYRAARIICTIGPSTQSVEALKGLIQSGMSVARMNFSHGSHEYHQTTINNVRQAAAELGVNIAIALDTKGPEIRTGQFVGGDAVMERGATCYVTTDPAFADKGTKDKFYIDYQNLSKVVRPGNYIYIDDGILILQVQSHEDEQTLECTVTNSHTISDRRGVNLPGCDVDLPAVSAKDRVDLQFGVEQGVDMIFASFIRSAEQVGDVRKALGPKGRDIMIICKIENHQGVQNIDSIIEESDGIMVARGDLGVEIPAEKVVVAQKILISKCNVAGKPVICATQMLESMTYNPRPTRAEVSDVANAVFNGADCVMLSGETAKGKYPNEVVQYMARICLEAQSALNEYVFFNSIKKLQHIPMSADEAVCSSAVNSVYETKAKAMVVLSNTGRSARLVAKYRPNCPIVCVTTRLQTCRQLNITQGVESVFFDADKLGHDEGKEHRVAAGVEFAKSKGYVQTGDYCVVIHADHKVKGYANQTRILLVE
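qHTS format; LmPK 0.1 nM; substrates PEP 0.5 mM and ADP 0.1 mM. One-hour room-temperature incubation, then coupled luciferase luminescence; 0.5 nM enzyme wells mark activation.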
HCMV antiviral: human cytomegalovirus inhibition; activity change, negative = inhibition, % at 57.5 µM; 410,000 tested, 4.5% active; HFF cells, HCMV-luciferase reporter, 72 h; active compounds read low; AID 1259415; in the data active means activity change below about -60%; inconclusive means no clear call, values can overlap the other calls; inactive means above about -39%
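Two compound doses tested in HFFs infected with HCMV-luciferase, MOI 1 PFU/cell, 72 h at 37C. Lysate luminescence read with OneGlo; data normalized against buffer-only and 10uM Salinomycin inhibitor controls.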
AMA1-RON2 inh: inhibitors of Plasmodium falciparum AMA1-RON2 interaction. AlphaScreen AMA1-biotinylated RON2 peptide binding. Potency, µM (doses to about 58.2 µM), for the others: top-dose activity change, negative = inhibition, actives largely listed as inhibitors. 360,000 tested, 0.2% active;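 further: potency means the concentration at half of the fitted maximal effect; 0% = vehicle wells and -100% = peptide control; nearly all actives have a fitted effect of over 45% in size; some results filed as inactive show a strong effect at the top dose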
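AMA1 (3D7) with his tag at 25 nM final met compounds first, then biotinylated RON2 peptide at 25 nM; detection used donor plus acceptor beads, 10 µg/mL apiece, read by AlphaScreen after 30 min at room temperature.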
Sm TGR inh: S. mansoni TGR enzyme inhibition. AID 485364. Potency, µM (series often up to 114 µM), without a hit: at the top dose activity change, negative = inhibition, most hits filed as inhibitors. Q962Y6. purified TGR, DTNB reduction, TNB absorbance 405 nm. 360,000 tested, 3% active; further: potency means the concentration at half of the fitted maximal effect; nearly all actives have a fitted effect of over 60% in size
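First, TGR (20 nM dispensed) and NADPH were mixed with compound. Second, a 15 min room-temperature incubation followed. Third, further NADPH and then DTNB were added to start the reaction. Finally, TNB absorbance was monitored kinetically.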
AmpC no deterg: AmpC beta-lactamase inhibition without detergent; Potency, µM (highest dose often 57.1 µM), without a hit: top-dose activity change, negative = inhibition, actives largely listed as inhibitors; AID 485341; AmpC nitrocefin hydrolysis, absorbance 480 nm, 0.0001% Triton; P00811; 330,000 tested, 0.52% active;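 further: potency means the concentration at half of the fitted maximal effect; plate controls were no compound for no effect and no enzyme for full effect; nearly all actives have a fitted effect of over 20% in size; some results filed as inactive show a strong effect at the top dose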
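20 mM phosphate pH 7.0 + 0.01% (detergent screen) or 0.0001% Triton X-100; 5.3 nM AmpC reagent; cpd preinc 15 min RT; nitrocefin (800 uM stock) to start; A480 q20 s × 4 min; Activity was normalised to no-enzyme and no-compound control wells.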
Starred values were filed as active, the others as inactive; ? = inconclusive; · = not tested or not shown; [ ] = another dose, or the depositor's remark. Unless noted, the call rests on the fitted dose curve; in most records, active means well fitted curve in the direction sought with a large enough effect; inconclusive means small, poorly fitted or top-dose-only effect, or another doubt; inactive means no such curve, though single readings can be large; an effect the other way counts as inactive or inconclusive. Unless noted, on the % scale 0 is the no-effect control and ±100 the full control effect. Hits appear at their usual frequency. About 7.4% of those tested had a hit in this group.

1: CCOC(=O)c1[nH]c2cc(OC)c(OC)cc2c1NC(=O)CN(C)C1CCCCC1
2: Cc1ccc2oc(=O)n(Cc3ccccc3Cl)c2c1
3: COc1cccc(CNC(=O)C2CCCN(S(=O)(=O)c3cn(C)cn3)C2)c1 (stereo not given)
4: COc1ccccc1-n1c(=S)[nH]c2c(sc(=S)n2-c2ccccc2C)c1=O
5: COc1ccc(/C=N/Nc2cc(C)nc(N)n2)cc1
6: CCOC(=O)CSc1nnc(-c2ccc(NS(=O)(=O)c3ccc(C)cc3)cc2)o1

assay / entry,1,2,3,4,5,6
Tb PYK inh,1%,3%,-8%,?,0%,5%
AmpC inh detg,?,3%,?,?,-11%,0%
LmPK inh,4%,·,·,-1%,4%,-3%
HCMV antiviral,18,-18,-26,-20,-5,42
AMA1-RON2 inh,-2%,·,·,-6%,9%,-12%
Sm TGR inh,-1%,0%,2%,-1%,-13%,2%
AmpC no deterg,54%,·,·,-22%,-31%,-27%

7: COc1cccc(CN2CCN(S(=O)(=O)c3ccc(Br)cc3)CC2)c1
8: COc1ccc(-c2cc(C(F)(F)F)nc(N3CCCCC3)n2)cc1OC
9: O=C(CSc1n[nH]c(-c2ccncc2)n1)NC1CCS(=O)(=O)C1 (stereo not given)
10: Cc1ccc(O)c(NC(=S)NC(=O)c2ccccc2Cl)c1
11: Cc1cc(OC(=O)c2ccc(S(=O)(=O)N3CCOCC3)cc2)c([N+](=O)[O-])c(=O)[nH]1
12: COc1ccccc1OC(=O)c1cc(Cl)nc2ccccc12

assay / entry,7,8,9,10,11,12
Tb PYK inh,0%,-7%,-1%,-5%,-5%,4%
AmpC inh detg,-9%,4%,-11%,2%,-15%,1%
LmPK inh,3%,5%,11%,0%,0%,2%
HCMV antiviral,-27,4,-12,1,-35,-6
AMA1-RON2 inh,-2%,-13%,1%,1%,-4%,-8%
Sm TGR inh,1%,-2%,13%[11.4 µM],·,-15%,-9%
AmpC no deterg,-13%,-3%,-4%,-39%,-23%,-22%

13: N=C1CCCC1C(=S)SCCC(N)=O (stereo not given)
14: O=C(NCCc1ccco1)C(=O)NCC1CCCN1S(=O)(=O)c1ccccc1 (stereo not given)
15: Cc1ccc(/C=C2\SC(=S)N(CCC(=O)Nc3ccc(O)cc3)C2=O)cc1
16: CC(C)[C@H](NC(=O)N1CCn2c1nc1ccccc12)C(=O)NCc1ccco1
17: COc1ccc(C(=O)C2CN(C)CC2C(=O)c2ccc(OC)cc2)cc1 (stereo not given)
18: CC1CN(C(=O)C2CCCCC2)C(C)CN1C(=O)C1CCCCC1 (stereo not given)

assay / entry,13,14,15,16,17,18
Tb PYK inh,-6%,5%,1%,1%,-8%,-10%
AmpC inh detg,·,1%,-21%,?,3%,?
LmPK inh,·,·,7%,8%,1%,-3%
HCMV antiviral,-21,-23,-34,2,41,8
AMA1-RON2 inh,115%[activator],-2%,0%,52%[activator],-5%,22%
Sm TGR inh,·,?,-14%,-20%,-2%,10%
AmpC no deterg,·,-12%,-11%,22%,11%,-2%

19: CCOc1ccccc1-c1nc(C(N)=O)c2c(n1)n(-c1ccc3c(c1)OCO3)c(=O)n2C
20: CC(OC(=O)c1cc2ccccc2cc1O)C(=O)Nc1ccc(S(N)(=O)=O)cc1 (stereo not given)
21: CSc1ncccc1C(=O)N(C)CC(=O)Nc1ccc(Cl)cc1
22: CCN(CC(=O)Nc1ccc(NC(C)=O)cc1)C(=O)CN1C(=O)NC2(CCCC2)C1=O
23: CCOC(=O)C1CCN(C(=O)COC(=O)/C=C/c2cccc(OC)c2OC)CC1
24: CCC(COC(=O)NC)NC(=O)Oc1ccccc1 (stereo not given)

assay / entry,19,20,21,22,23,24
Tb PYK inh,-5%,-3%,-18%,1%,14%,-17%
AmpC inh detg,3%,-3%,4%,1%,·,-9%
LmPK inh,·,1%,-1%,·,·,-2%
HCMV antiviral,2,-15,-8,2,0,-31
AMA1-RON2 inh,·,3%,6%,3%,-2%,1%
Sm TGR inh,9%,-15%,1%,6%,·,4%
AmpC no deterg,·,?,-1%,-12%,33%,-9%

Compounds shown so far containing an NH in an aromatic ring:
1: CCOC(=O)c1[nH]c2cc(OC)c(OC)cc2c1NC(=O)CN(C)C1CCCCC1
4: COc1ccccc1-n1c(=S)[nH]c2c(sc(=S)n2-c2ccccc2C)c1=O
9: O=C(CSc1n[nH]c(-c2ccncc2)n1)NC1CCS(=O)(=O)C1 (stereo not given)
11: Cc1cc(OC(=O)c2ccc(S(=O)(=O)N3CCOCC3)cc2)c([N+](=O)[O-])c(=O)[nH]1

assay / entry,1,4,9,11
Tb PYK inh,1%,?,-1%,-5%
AmpC inh detg,?,?,-11%,-15%
LmPK inh,4%,-1%,11%,0%
HCMV antiviral,18,-20,-12,-35
AMA1-RON2 inh,-2%,-6%,1%,-4%
Sm TGR inh,-1%,-1%,13%[11.4 µM],-15%
AmpC no deterg,54%,-22%,-4%,-23%

Other results:
25: CCCn1c(N)c(Sc2ccccc2)c(=O)n(CCC)c1=O
26: CC(=O)c1cccc(NC(=O)CN(c2cc(C)cc(C)c2)S(=O)(=O)c2c(C)noc2C)c1
27: S=C(NCCc1ccccc1)N1CCN(C(=S)NCCc2ccccc2)CC1
28: O=c1cc(O)c2ccccc2n1Cc1ccccc1Cl
29: COc1ccc(CCNC(=O)c2nc3ncccn3n2)cc1OC
30: CCOC(=O)C1=CCN(S(=O)(=O)c2ccccc2Br)C1c1ccc(Br)cc1 (stereo not given)

assay / entry,25,26,27,28,29,30
Tb PYK inh,0%,1%,-1%,3%,-8%,-1%
AmpC inh detg,0%,-10%,0%,6%,1%,·
LmPK inh,-1%,·,·,9%,-2%,·
HCMV antiviral,-18,4,-23,-31,-15,?
AMA1-RON2 inh,1%,·,-1%,-3%,9%,-7%
Sm TGR inh,3%,-1%,-7%,19%,8%,·
AmpC no deterg,-18%,·,-9%,-28%,-22%,·

31: Cc1ccc(CNc2ccc(-c3nc(-c4ccncc4)no3)cc2[N+](=O)[O-])cc1
32: CC1(C)CC(NC(=O)Cc2ccccc2)CC(C)(C)N1
33: CCCCCC(=O)N1CC2(C)CN(C(=O)CCCCC)CC(C)(C1)C2=O
34: CN(c1ccccc1)S(=O)(=O)c1ccc(NC(=O)c2ccccc2)cc1
35: C[C@@H]1CN([C@@H](C)CO)C(=O)c2cc(NC(=O)c3ccncc3)ccc2O[C@@H](C)CCCCO[C@@H]1CN(C)C(=O)Cc1ccccc1
36: CN(C(=O)c1ccc(NC(=O)Cc2ccc(NC(=O)C3CCN(C(=O)C4CCCCC4)CC3)cc2)cc1)C1CCCC1

assay / entry,31,32,33,34,35,36
Tb PYK inh,1%,1%,-8%,3%,4%,1%
AmpC inh detg,-8%,-18%,?,?,·,·
LmPK inh,·,9%,5%,4%,·,·
HCMV antiviral,6,20,-6,-39,9,-33
AMA1-RON2 inh,·,9%,8%,1%,9%,-16%
Sm TGR inh,6%,-28%,-4%,2%,·,·
AmpC no deterg,·,-11%,10%,-20%,·,·

37: OC(CN1CCC(Cc2ccccc2)CC1)C(F)(F)F (stereo not given)
38: Cc1ccc(N2C(=O)C3C4C=CC(CC4)C3C2=O)cc1Cl (stereo not given)
39: CC1(C)CC2CC(C)(CN2S(=O)(=O)c2ccc(C(=O)Nc3ccc(Cl)c(S(=O)(=O)N4CCOCC4)c3)cc2)C1 (stereo not given)
40: CC(=O)Nc1ccc(NC(=O)C2CCCN(c3nnc(-n4cccc4)s3)C2)cc1 (stereo not given)
41: COc1ccc(CCNC(=O)c2ccc3c(c2)SC2=NS(=O)(=O)CCN23)cc1
42: Cc1nn(-c2ccccc2)c(C)c1C(=O)N1CCN(S(=O)(=O)c2ccccc2)CC1

assay / entry,37,38,39,40,41,42
Tb PYK inh,-1%,4%,4%,2%,-1%,3%
AmpC inh detg,-7%,8%,3%,1%,?,-7%
LmPK inh,6%,2%,0%,-1%,-4%,·
HCMV antiviral,-30,2,-98*,52,67,7
AMA1-RON2 inh,-9%,-1%,-12%,-1%,-3%,0%
Sm TGR inh,8%,25µM*,5%,1%,11%,-4%
AmpC no deterg,-1%,-28%,-23%,-2%,-15%,16%

43: C[C@H]1CN([C@@H](C)CO)C(=O)CCCn2nncc2CO[C@@H]1CN(C)Cc1ccc(-c2ccccc2)cc1
44: Cc1ccc2occ(CC(=O)N(Cc3ccccc3Cl)C3CCS(=O)(=O)C3)c2c1 (stereo not given)
45: CCOC(=O)C1C(C(=O)NN)C1C(=O)Nc1ccccc1 (stereo not given)
46: Cc1ccc(Nc2nc(-c3ccc(S(=O)(=O)N4CCOCC4)cc3)cs2)cc1
47: Cc1ccc(NC(=O)Cn2c(=O)n(-c3ccc(Cl)c(Cl)c3)c(=O)c3c(C)c(C)sc32)c(C)c1
48: COc1ccc(N2C(=O)CSC2c2ccncc2)cc1 (stereo not given)

assay / entry,43,44,45,46,47,48
Tb PYK inh,-5%,-10%,-5%,-16%,-5%,-13%
AmpC inh detg,·,7%,?,·,27%,-1%
LmPK inh,·,·,-4%,·,·,-10%
HCMV antiviral,-26,2,-13,?,-5,7
AMA1-RON2 inh,-6%,·,8%,-2%,·,5%
Sm TGR inh,·,36%[activator],7%,·,5%,2%
AmpC no deterg,·,·,-19%,·,·,-10%

49: CCOC(=O)C(NC(=O)CC)(Nc1ccccc1)C(F)(F)F (stereo not given)
50: Cc1ccc(NS(=O)(=O)c2cc(Br)cc3c2N(C(=O)C2CC2)CC3)cc1C
51: CCOC(=O)C1CCN(C(=O)Cn2nc(C)n3c(cc4c(OC)cccc43)c2=O)CC1
52: Cc1ccc(S(=O)(=O)Cc2ccc(C(=O)N3CCC(C(N)=O)CC3)o2)cc1

assay / entry,49,50,51,52
Tb PYK inh,-1%,-2%,1%,0%
AmpC inh detg,-12%,-5%,-1%,4%
LmPK inh,-1%,·,·,0%
HCMV antiviral,4,-75*,62,-21
AMA1-RON2 inh,10%,·,·,18%
Sm TGR inh,-1%,8%,4%,-3%
AmpC no deterg,3%,·,·,0%
